Screens (PubChem BioAssay)
APOBEC3A inh: APOBEC3A ssDNA deaminase inhibitors, primary screen, selectivity assay for APOBEC3G inhibitor project, biochemical, FAM/TAMRA oligo cleavage fluorescence; 330,000 tested, 0.41% active; recombinant A3A, FAM/TAMRA ssDNA deamination fluorescence; inhibition, % at 20 µM; DNA dC->dU-editing enzyme APOBEC-3A (Homo sapiens), P31941;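 active = at least 40% inhibition at 20 µM here, with at most 30% in a related deaminase screen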;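 also: plate controls were A3A with DMSO for no effect and wells lacking A3A enzyme for full effect; some results filed as inactive read as strong as hits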
hIAP block: human IAP inhibitors, primary screen, biochemical, luminescence, uHTS; Intestinal-type alkaline phosphatase (Homo sapiens), P09923; purified IAP, CDP-Star luminescence, 30 min; inhibition, % at 10 µM; 330,000 tested, 0.12% active;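 active = inhibition reaching a set limit with compound at 10 µM in the primary screen, cut at about 35% in these data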;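 also: plate controls were DMSO wells with enzyme for no effect and no-enzyme buffer wells for full effect; values of inactives mirror those of a sister screen read the other way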
mIAP act: activators of mouse IAP, primary screen, biochemical, luminescence, uHTS | 330,000 tested, 0.24% active | intestinal alkaline phosphatase [Mus musculus] | activation factor at 10 µM | muIAP, CDP-Star luminescence, 30 min; stronger effect = higher value; 1 = vehicle-only enzyme signal, 0 = enzyme-free wells;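 active = activation factor of at least 2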; also: the source names both 10 and 20 µM as test concentration; values of inactives mirror those of a sister screen read the other way
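Assay system: mouse IAP enzyme / Compound: DMSO-dissolved test compounds / Timing: 30 min, room temperature / Measured by: luminescence from enzymatic CDP-Star hydrolysis / Control set: DMSO-only wells, enzyme-free buffer wells as negative control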
hIAP act: human IAP activators, primary screen, biochemical, luminescence, uHTS; Intestinal-type alkaline phosphatase (Homo sapiens), P09923; purified human IAP, CDP-Star luminescence, 30 min; stronger effect = higher value; 1 = vehicle-only enzyme, 0 = enzyme-free background; activation factor at 10 µM; 330,000 tested, 0.16% active; AID 2524, 2010;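 active = activation factor of the enzyme at least 2-fold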; also: the source names both 10 and 20 µM as test concentration; values of inactives mirror those of a sister screen read the other way
PfG6PD inh: PfG6PD enzyme inhibitors, primary screen, biochemical, fluorescence intensity, uHTS; glucose-6-phosphate dehydrogenase-6-phosphogluconolactonase (Plasmodium falciparum 3D7); PfGluPho enzyme, NADPH resazurin-diaphorase fluorescence; inhibition, % at 20 µM; 350,000 tested, 0.78% active; AID 504690, 2011;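 active = inhibition reaching at least a set limit at 20 µM in the primary screen, cut at about 59% in these data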;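 also: 0% = DMSO wells with substrate and 100% = DMSO wells lacking glucose-6-phosphate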
ATG4B inh: ATG4B protease inhibitors, primary screen, biochemical, fluorescence, uHTS. inhibition, % at 8.33 µM. AID 504462, 2011. 340,000 tested, 0.51% active. ATG4B cleavage of LC3-PLA2, NBD-HPC fluorescence, 1 h. Cysteine protease ATG4B (Homo sapiens), Q9Y4P1; in the data active = inhibition above about 40%
mIAP inh: inhibitors of mouse IAP, primary screen, biochemical, luminescence, uHTS; 330,000 tested, 0.2% active; inhibition, % at 10 µM; AID 2806, 2010; purified mouse IAP, CDP-Star luminescence, 30 min; intestinal alkaline phosphatase [Mus musculus];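 active = inhibition of at least 40% at 10 µM in the primary screen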;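 also: plate controls were DMSO with enzyme for no effect and no enzyme wells for full effect; values of inactives mirror those of a sister screen read the other way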
HKDC1 inhibitor: HKDC1 hexokinase inhibitors, primary screen, biochemical, fluorescence, uHTS; inhibition, % at 20 µM; Q2TB90; 340,000 tested, 0.16% active; AID 493160, 2011; recombinant HKDC1, G6PDH/diaphorase resazurin coupled fluorescence;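 active = inhibition above about 35% when tested at 20 µM, limit read from the data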;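 also: plate controls were DMSO wells with enzyme for no effect and DMSO wells lacking enzyme for full effect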
Target sequence (Q2TB90 whole entry, looked up): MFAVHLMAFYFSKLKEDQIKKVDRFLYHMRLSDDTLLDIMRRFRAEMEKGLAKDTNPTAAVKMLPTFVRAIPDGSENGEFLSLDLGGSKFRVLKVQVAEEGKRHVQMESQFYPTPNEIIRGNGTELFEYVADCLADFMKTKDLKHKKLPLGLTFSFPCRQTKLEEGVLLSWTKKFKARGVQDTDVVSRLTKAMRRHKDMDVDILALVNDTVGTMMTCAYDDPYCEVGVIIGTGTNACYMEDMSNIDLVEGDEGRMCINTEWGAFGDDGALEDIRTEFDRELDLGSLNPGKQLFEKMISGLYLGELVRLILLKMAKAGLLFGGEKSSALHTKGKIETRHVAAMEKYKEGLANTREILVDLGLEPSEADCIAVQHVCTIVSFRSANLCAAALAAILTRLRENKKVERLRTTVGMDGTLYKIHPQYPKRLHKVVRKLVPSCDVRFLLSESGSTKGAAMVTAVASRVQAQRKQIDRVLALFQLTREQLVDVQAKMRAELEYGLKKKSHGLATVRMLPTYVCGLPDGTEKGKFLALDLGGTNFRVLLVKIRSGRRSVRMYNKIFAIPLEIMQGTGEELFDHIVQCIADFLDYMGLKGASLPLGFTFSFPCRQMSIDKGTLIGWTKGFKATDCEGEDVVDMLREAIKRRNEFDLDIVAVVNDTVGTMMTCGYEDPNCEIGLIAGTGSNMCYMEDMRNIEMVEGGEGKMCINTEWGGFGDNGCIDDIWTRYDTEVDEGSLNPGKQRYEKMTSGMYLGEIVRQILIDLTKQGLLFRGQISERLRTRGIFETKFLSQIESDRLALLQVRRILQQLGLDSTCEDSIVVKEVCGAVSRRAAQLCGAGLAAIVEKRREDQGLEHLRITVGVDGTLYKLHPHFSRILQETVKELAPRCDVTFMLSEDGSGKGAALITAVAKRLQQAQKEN
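Test system: recombinant HKDC1 (HK5) hexokinase enzyme, produced in-house / Doses: 20 µM test compound, 1% DMSO / Timing: 90 min, room temperature / Detection: G6PDH/diaphorase-coupled fluorescence, 1 mM NADP, 100 µM resazurin, 525/613 nm / Control set: DMSO wells with and without enzyme mix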
The depositor's hits bear a star; · = no result given.

APOBEC3A inh	hIAP block	mIAP act	hIAP act	PfG6PD inh	ATG4B inh	mIAP inh	HKDC1 inhibitor	smiles
-1	0	0.99	1	-3	-6	1	-7	CCC(C(=O)Nc1cc(C)on1)c1ccccc1 (stereo not given)
-1	4	1	0.96	26	10	-3	0	CN(Cc1ccccc1F)C(=O)c1sccc1-c1ccccc1
-3	2	0.95	0.98	-5	12	5	6	COc1ccc(CCNC(=O)CN2C(=O)c3ccccc3S2(=O)=O)cc1OC
-2	-53	0.97	1.5	1	-8	3	-3	CN(C)c1ccc(C(C(=O)NC(C)(C)C)N(C(=O)c2csnn2)C2CC2)cc1 (stereo not given)
-2	6	0.99	0.94	-9	-1	1	-5	CNc1c([N+](=O)[O-])cnn1-c1ccc(Cl)cc1Cl
-3	6	1	0.94	-9	-10	-1	-2	CCN1C(=S)N[C@@H](c2ccccc2)C(C(=O)OC)=C1C
-6	7	0.87	0.93	22	-15	13	2	Cc1ccc2oc(C(=O)N(Cc3ccc(N(C)C)cc3)C3CCS(=O)(=O)C3)c(C)c2c1 (stereo not given)
-3	-5	1.1	1.1	-21	0	-9	-4	COc1ccc(C(=O)N2CCC(N3CCN(c4ccccc4)CC3)CC2)cc1
-2	-9	0.98	1.1	5	-5	2	-4	CC(C)c1ccc(C(=O)NCCCNC(=O)c2cnccn2)cc1
-8	11	0.97	0.89	1	0	3	-2	CCc1ccc(CN2CCC(N3CCC(C(=O)N4CCCC4)CC3)CC2)o1

Taken from the entries so far for reference:
APOBEC3A inh	hIAP block	mIAP act	hIAP act	PfG6PD inh	ATG4B inh	mIAP inh	HKDC1 inhibitor	smiles
-6	7	0.87	0.93	22	-15	13	2	Cc1ccc2oc(C(=O)N(Cc3ccc(N(C)C)cc3)C3CCS(=O)(=O)C3)c(C)c2c1 (stereo not given)
-3	-5	1.1	1.1	-21	0	-9	-4	COc1ccc(C(=O)N2CCC(N3CCN(c4ccccc4)CC3)CC2)cc1
-2	-9	0.98	1.1	5	-5	2	-4	CC(C)c1ccc(C(=O)NCCCNC(=O)c2cnccn2)cc1

Next part
APOBEC3A inh	hIAP block	mIAP act	hIAP act	PfG6PD inh	ATG4B inh	mIAP inh	HKDC1 inhibitor	smiles
-5	2	0.88	0.98	5	-11	12	-8	CC(C)CC(=O)Nc1ccnc(-c2ccncc2)n1
-5	-4	1	1	3	-4	-4	-9	O=C(NC1CCCC1)c1cccnc1N1CCCCCC1
4	3	0.97	0.97	-12	-3	3	-4	Cc1ccc(Cl)cc1N1CCN(C(c2ccc(C#N)cc2)c2nnnn2C2CCCC2)CC1 (stereo not given)
-2	6	0.96	0.94	-27	-1	4	-7	COc1ccc(NS(=O)(=O)c2cccc(C(=O)NNC(=O)c3ccccc3OC)c2)cc1
-2	-3	0.92	1	10	-3	8	-8	COc1cccc(CC(=O)OCC(=O)c2cc(OC)ccc2OC)c1
-3	28	0.99	0.72	-11	-3	0	-4	COc1ccc(S(=O)(=O)N(CCc2ccccc2)CC(=O)O)cc1C
0	-12	0.94	1.1	6	-12	6	-6	Cc1ccc(C)c(S(=O)(=O)N2CCN(C(=O)C3CCN(C(=O)c4ccc(F)cc4)CC3)CC2)c1
-2	-36	1.1	1.4	-11	2	-7	-2	COCCNC(=O)C(c1ccc(F)cc1)N(CCOC)C(=O)CCC(=O)Nc1nccs1 (stereo not given)
-4	19	0.9	0.81	25	-19	10	5	COc1ccc(C)cc1NC(=O)CSc1nc2ccccc2nc1N1CC(C)OC(C)C1 (stereo not given)
-3	-14	1	1.1	10	3	-2	1	Cc1cccc(NC(=S)NC(=O)CCc2ccccc2)c1
-1	-14	0.91	1.1	-12	-4	10	-7	CC(C)c1nnc(NC(=O)CSc2ncn[nH]2)s1
-4	11	0.89	0.89	-6	-13	11	-3	CCCC(NC(=O)CNC(=O)C(C)(C)C)C(=O)O (stereo not given)
-2	-1	0.98	1	9	·	2	-1	COc1cc2c(cc1CNC[C@H]1O[C@@H](n3cnc4c(N)ncnc43)[C@H](O)[C@@H]1O)OCO2
0	8	1	0.92	1	8	-3	-2	COc1ccccc1OCCC(=O)OCC(=O)Nc1ccc2c(c1)OCO2
1	-4	1	1	35	0	0	4	COc1ccc(-c2csc3ncnc(N4CCN(c5ccc(OC)cc5)CC4)c23)cc1
-5	2	1.1	0.98	48	-1	-7	-4	CN(c1ccc(C(=O)Nc2cccc([N+](=O)[O-])c2)cc1)S(C)(=O)=O
-4	-9	0.98	1.1	-12	-6	2	-5	COc1ccc(N=C2SC(C(=O)O)CC(=O)N2C)cc1 (stereo not given)
-10	24	0.89	0.77	4	-8	11	6	CCOc1cc(C(=S)N2CCOCC2)ccc1OC(=O)c1cccc(C)c1
4	-34	0.98	1.3	-4	-1	2	-4	CC(Oc1ccccc1)C(=O)Nc1ccc(S(=O)(=O)N2CCOCC2)cc1 (stereo not given)
-2	-3	0.98	1	-14	2	2	-4	Cc1cccc(NC(=O)CNC(=O)c2sc3ccccc3c2Cl)n1
-2	-6	0.83	1.1	1	4	17	-7	CC(C1CC1)N(C(=O)NC1CCS(=O)(=O)C1)c1ccccc1 (stereo not given)
-5	17	0.92	0.83	9	-4	8	-5	Cc1cc(C)nc(NC(=O)CSc2nn(-c3ccccc3)c(=S)s2)n1
-2	5	0.88	0.95	7	-2	12	-1	COc1ccc(OC)c(NC(=O)c2cccc(S(=O)(=O)N(Cc3ccccc3)c3ccccc3OC)c2)c1
0	-4	0.95	1	4	10	5	3	O=C(Nc1ccc(NS(=O)(=O)c2ccccc2)cc1)c1cccnc1
-5	-4	0.89	1	-1	-9	11	-8	COc1ccccc1Nc1nc2ccccc2n1C
-2	-106	1.1	2.1*	-2	5	-13	-2	N#CCN1C(=S)N=C(Nc2cccc(Cl)c2)C12CCCCC2
2	-39	1	1.4	-34	-11	-1	-26	O=C(NNC(=S)NC(=O)c1cn(-c2ccccc2)nc1-c1ccccc1)c1ccncc1
0	15	0.96	0.85	5	-8	4	-8	COC(=O)c1c(NC(=O)c2ccco2)sc2c1CCC2
-3	-8	0.92	1.1	17	15	8	-3	COc1cccc(CNc2ccc(C)c(Cl)c2)c1
6	6	0.8	0.94	33	-6	20	3	CCOC(=O)c1c(C)[nH]c(N=Nc2cccc(OC)c2)c1C
-2	4	1	0.96	-10	11	-1	-2	COc1cc(CNC(C)(C)C)cc(Br)c1OCc1cccs1
0	-6	0.97	1.1	33	-9	3	2	O=S(=O)(NCc1ccc2c(c1)OCO2)c1cccc2cccnc12
-3	1	1	0.99	13	-2	-3	-5	CN(C)c1ccc(C(=O)NCc2ccc3c(c2)CCO3)cc1
-7	-2	1.2	1	18	3	-17	-1	CCc1cccc(NC(=S)N(CCOC)C(C)c2ccco2)c1 (stereo not given)
-3	11	1	0.89	9	-6	-3	2	CCOc1ccccc1NC(=O)CSc1nc2ccccc2nc1N1CCCC1
2	19	0.88	0.81	-5	-6	12	5	NS(=O)(=O)c1ccc(CNC(=O)c2ccc(Cl)cc2[N+](=O)[O-])cc1
5	3	0.92	0.97	59*	4	8	-13	O=C(NC1CCCCCC1)C(=S)N1CCOCC1
-2	-14	1.2	1.1	-17	-11	-20	2	COc1ccc(S(=O)(=O)Nc2ccc3c(c2)C(=O)N([C@H](C)CO)C[C@H](C)[C@@H](CN(C)S(=O)(=O)c2cccs2)O3)cc1
-2	12	0.98	0.88	4	1	2	1	O=C(c1ccc(C(F)(F)F)cc1)N1CCCCC1
2	14	0.92	0.86	4	3	8	-3	CCOC(=O)c1cn2nc(Oc3cccc(C(F)(F)F)c3)ccc2n1
-3	11	0.89	0.89	16	-25	11	0	CCOC(=O)c1c(NC(=O)C2=C(C)NC(=S)NC2c2ccc(F)cc2F)sc(C)c1C (stereo not given)
1	8	1	0.92	6	3	-4	-5	O=c1cc(NS(=O)(=O)c2ccccc2)nc(SCc2ccccc2Cl)[nH]1
0	-81	1	1.8	-33	-9	-4	-4	Cc1cc(Br)cc(C)c1OCC(=O)NNC(=O)CCC(=O)NCc1ccccc1
2	-20	1	1.2	5	-5	-3	-6	O=C(COC(=O)CC12CC3CC(CC(C3)C1)C2)Nc1ncc(Cl)cc1Cl
-5	6	1	0.94	16	-9	-4	-1	Cc1cccc(OCC(=O)O/N=C(\N)c2ccccn2)c1C
1	14	0.93	0.86	-9	-11	7	-5	COCCNC(=O)C1CCCN(S(=O)(=O)c2c(C)noc2/C=C/c2cccs2)C1 (stereo not given)
1	9	0.89	0.91	4	-5	11	-11	Cc1cccc(Cn2c(O)c(N=NC(=S)Nc3ccccc3F)c3ccccc32)c1
3	12	0.95	0.88	7	-3	5	-5	Cc1ccc(N2C(=O)c3ccccc3C2Nc2ccc(S(=O)(=O)N3CCOCC3)cc2)nc1 (stereo not given)
-5	-24	1.1	1.2	3	6	-10	3	O=C(CN1C(=O)CSc2ccccc21)NCCC1=CCCCC1
-2	-1	1	1	0	1	-4	-8	CSCCC(NC(=O)c1ccccc1Cl)C(=O)N(C)Cc1cccs1 (stereo not given)
4	-25	0.96	1.2	8	-5	4	-6	CCCCN(C)CCCNC(=O)/C=C1\Sc2ccccc2NC1=O

Look-ups from the results shown:
Value of O=C(COC(=O)CC12CC3CC(CC(C3)C1)C2)Nc1ncc(Cl)cc1Cl in PfG6PD inh: 5
Value of Cc1ccc(N2C(=O)c3ccccc3C2Nc2ccc(S(=O)(=O)N3CCOCC3)cc2)nc1 (stereo not given) in hIAP block: 12
